BioA inh: BioA (M. tuberculosis) enzyme inhibition; purified M. tuberculosis BioA enzyme, plate reader; 360,000 compounds, 0.096% hits; inhibition, % at 9.99 µM; in the data active = inhibition above about 40%; inconclusive = no clear call, values can overlap the other calls
Rv3671c protease: inhibitors of M. tuberculosis serine protease Rv3671c; AID 2606; 320,000 compounds, 0.048% hits; inhibition, % at 5.96 µM; in the data active = inhibition above about 38%;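 also: extracellular domain of Rv3671c used as enzyme; 0% = enzyme with DMSO and 100% = no enzyme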
Target sequence (P9WHR9 whole entry, looked up, the tested form may be a part): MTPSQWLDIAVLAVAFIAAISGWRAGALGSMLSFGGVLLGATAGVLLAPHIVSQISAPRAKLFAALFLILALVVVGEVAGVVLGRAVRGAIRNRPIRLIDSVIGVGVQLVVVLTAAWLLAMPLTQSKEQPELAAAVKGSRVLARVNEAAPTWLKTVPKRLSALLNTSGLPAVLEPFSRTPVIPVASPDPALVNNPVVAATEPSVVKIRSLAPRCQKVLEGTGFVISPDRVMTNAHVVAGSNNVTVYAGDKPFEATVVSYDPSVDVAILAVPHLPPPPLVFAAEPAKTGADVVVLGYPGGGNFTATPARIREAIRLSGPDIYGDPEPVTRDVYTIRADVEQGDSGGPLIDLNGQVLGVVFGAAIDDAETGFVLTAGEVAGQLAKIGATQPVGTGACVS
CCHFV vOTU inh: blocks the CCHF virus ovarian tumor domain protease; AID 651958; 370,000 compounds, 0.55% hits; inhibition, % at 11.5 µM; CCHFV vOTU protease, Pep-AMC fluorescence; also: 0% = vehicle wells with enzyme and 100% = no enzyme wells
VHR inh abs: DUSP3 (human) phosphatase inhibition; 290,000 compounds, 0.52% hits; P51452; inhibition, % at 13.3 µM; AID 1654; recombinant VHR phosphatase, pNPP absorbance; in the data active = inhibition above about 50%; also: some compounds called inactive have numbers as strong as hits
Target sequence (P51452 whole entry, looked up): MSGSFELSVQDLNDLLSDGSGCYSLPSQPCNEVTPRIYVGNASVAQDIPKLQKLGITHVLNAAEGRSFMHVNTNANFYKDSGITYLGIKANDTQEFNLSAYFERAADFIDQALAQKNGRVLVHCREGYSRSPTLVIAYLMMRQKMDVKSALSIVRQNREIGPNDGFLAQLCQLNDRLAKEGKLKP
Mtb UGM inh: Mtb UDP-galactopyranose mutase inhibition. purified UGM, fluorescence polarization probe displacement. inhibition, % at 10 µM. 320,000 compounds, 0.06% hits; in the data active = inhibition above about 10%, passing the limit was not always enough; inconclusive = no clear call, values can overlap the other calls
Target sequence (P9WIQ1 whole entry, looked up): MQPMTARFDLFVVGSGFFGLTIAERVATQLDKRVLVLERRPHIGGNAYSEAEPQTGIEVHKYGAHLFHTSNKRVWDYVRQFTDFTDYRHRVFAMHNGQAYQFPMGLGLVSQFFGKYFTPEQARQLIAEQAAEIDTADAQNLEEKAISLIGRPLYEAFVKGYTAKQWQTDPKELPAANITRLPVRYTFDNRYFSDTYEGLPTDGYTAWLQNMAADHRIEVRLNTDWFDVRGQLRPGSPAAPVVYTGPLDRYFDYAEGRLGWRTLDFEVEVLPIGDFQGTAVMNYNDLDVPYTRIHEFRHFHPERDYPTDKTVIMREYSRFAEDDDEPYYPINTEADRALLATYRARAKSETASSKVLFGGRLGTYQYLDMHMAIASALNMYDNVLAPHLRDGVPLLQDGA
BoNT F protease: inhibitors of Botulinum neurotoxin F light chain protease. Multiplex microsphere protease cleavage assay, flow cytometry. inhibition, % at 10 µM. 360,000 compounds, 0.22% hits; in the data active = inhibition above about 35%, passing the limit was not always enough; inconclusive = no clear call, values can overlap the other calls; also: plate controls were buffer without enzyme for full effect and enzyme alone for no effect
GDH-TPI counter: inhibits GDH-TPI coupling enzymes, artifact for Mtb FBA screen; 360,000 compounds, 1.2% hits; inhibition, % at 4.8 µM; AID 588335; GDH-TPI coupled enzyme counterscreen, NADH absorbance;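 also: 0% = DMSO wells and 100% = wells lacking the enzyme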
FadD28 FP inh: inhibitors of Mycobacterium tuberculosis FadD28 bisubstrate binding | FadD28 bisubstrate probe binding, fluorescence polarization | inhibition, % at 12.5 µM | 360,000 compounds, 0.22% hits | AID 588549; in the data active = inhibition above about 8.5%, passing the limit was not always enough; inconclusive = no clear call, values can overlap the other calls
MazF activator: activators of E. coli MazEF toxin-antitoxin RNase | P0AE70 | FAM/BHQ RNA-DNA oligo cleavage fluorescence, 5 h | activation, % at 20 µM | 350,000 compounds, 0.32% hits; in the data active = activation above about 50%
Target sequence (P0AE70 whole entry, looked up): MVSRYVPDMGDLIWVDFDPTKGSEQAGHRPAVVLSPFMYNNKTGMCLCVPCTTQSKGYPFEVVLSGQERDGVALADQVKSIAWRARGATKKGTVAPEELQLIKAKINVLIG
Mtb FBA inh: inhibits M. tuberculosis FBA enzyme | P9WQA3 | 360,000 compounds, 2.3% hits | purified M. tuberculosis FBA, fluorescence read-out | inhibition, % at 1 µM; in the data active = inhibition above about 27%;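 also: 0% = vehicle and 100% = reference inhibitor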
* = called active by the depositor; ? = inconclusive; nt = no result given. Rule as the data show it, unless noted: active = inhibition above about 30%; inactive = the rest. Compounds were not picked by outcome (roughly 4.9% active in at least one column).

SMILES	BioA inh	Rv3671c protease	CCHFV vOTU inh	VHR inh abs	Mtb UGM inh	BoNT F protease	GDH-TPI counter	FadD28 FP inh	MazF activator	Mtb FBA inh
O=C(Cc1ccccc1[N+](=O)[O-])NC1CC1	nt	1	-6	2	2.8	-1	-1	-0.8	10	-2
COc1ccc2c(c1OC)C(=O)N1C(C(=O)O)Cc3c([nH]c4ccccc34)C21 (stereo not given)	0.0	-16	-57	-12	1.3	-2	0	-3.6	0	36*
CCC1CN(C(=O)Nc2cccc(C)c2)c2cc(C)ccc2O1 (stereo not given)	nt	-4	0	23	0.3	-10	0	-6.8	0	2
Cc1[nH]c(=O)[nH]c(=O)c1S(=O)(=O)N1c2ccc(F)cc2CCC1C (stereo not given)	-1.1	12	5	-12	4.1	0	-5	-2.9	-1	0
CC(=O)Nc1cc(-c2ccc(C(=O)N3CCOCC3)cc2)cn2c(-c3ccc(F)c(Cl)c3)cnc12	-0.1	nt	-1	nt	nt	-6	4	-4.1	nt	-1
Cc1ccc(C2=NN=C(NC(=O)C(F)(F)F)SC2)cc1	-0.8	nt	-3	26	nt	-11	11	-4.2	1	1
Cc1ccc2c(SCC(=O)NCc3ccco3)nc(-c3ccc(F)cc3)nc2c1	-0.7	-4	1	-14	-2.8	2	1	-1.8	-26	2
Brc1ccccc1CN1CCC(Cc2ccccc2)CC1	-2.1	-4	6	5	-0.5	nt	4	-1.0	-20	1
NS(=O)(=O)c1ccc(CCNC(=O)CCNC(=O)c2ccco2)cc1	-1.1	8	-17	17	-0.3	5	-3	-2.6	1	-1
O=S1(=O)CC=C(CSC(=S)NC2CCS(=O)(=O)C2)C1 (stereo not given)	nt	-6	6	28	-0.7	-1	-5	0.2	0	-1
COc1cc(C2C(C#N)=C(N)N(N(C)C)C3=C2C(=O)CC(C)(C)C3)cc(OC)c1OC (stereo not given)	nt	0	4	24	-0.2	?	14	-2.9	13	1
CC(=O)N1CCCC1C(=O)O (stereo not given)	-0.1	nt	1	nt	nt	1	7	-2.2	-5	0
O=C(O)c1cccc(S(=O)(=O)Nc2ccc3c(c2)OCO3)c1	-4.5	-7	5	3	2.2	2	10	-0.8	4	0
CCCC(CCC(=O)Nc1nccs1)C(=O)O (stereo not given)	nt	4	5	0	0.1	0	0	-1.0	-3	1
CCOc1cnc(-c2c(-c3c(F)cccc3Cl)noc2C)o1	0.1	-8	10	14	0.6	-11	0	-1.0	-5	7
Cc1ccc(C)c(NC(=O)c2cc3c([nH]c4ccccc43)c(C)n2)c1	-3.1	1	-6	2	-1.1	-5	7	-1.0	2	2
CCOC(=O)COc1cc(Br)c(C2NC(=O)NC(C)=C2C(C)=O)cc1OCC (stereo not given)	0.3	-10	-12	16	-1.9	0	6	-1.0	1	1
COc1ccc(C(=O)Nc2ccc(S(=O)(=O)N(C)c3ccccc3)cc2)cc1	nt	-55	-5	nt	-1.0	-1	2	-8.0	-3	-1
C#CCSc1nnc(C)c(C)n1	-1.9	-9	1	nt	0.8	-3	5	-1.1	5	2
Cc1ccc(S(=O)(=O)N2CCCC(C(=O)NCc3cccnc3)C2)cc1Cl (stereo not given)	1.2	4	11	12	0.6	-2	-4	-2.2	1	0
Cc1onc(-c2ccccc2Cl)c1C(=O)OCC(=O)Nc1cccc(S(=O)(=O)N2CCOCC2)c1	2.1	-12	9	10	1.1	-4	3	-6.6	2	-2
Cc1cccc(N2CCN(C(=O)C3CCN(c4nnc(-n5cccc5)s4)CC3)CC2C)c1 (stereo not given)	-1.3	-4	-2	25	2.5	-6	6	-0.1	6	-1
COc1ccc(CNC(=O)Nc2ccc3c(c2)c(=O)n(C)n3Cc2cc(C)cc(C)c2)cc1	-1.4	nt	-109	nt	nt	5	11	-1.7	nt	168*
Cc1nn(CCc2nn[nH]n2)c2nc(-c3ccc(C4CCCCC4)cc3)cc(C(F)(F)F)c12	nt	5	-3	-21	-0.9	1	0	14*	-34	1
CN(C)C(=O)CCC(=O)N1CCCCC1C(=O)Nc1ccc(Oc2ccccc2F)cc1 (stereo not given)	0.7	3	9	-2	2.4	nt	12	-2.3	-4	-2
OCCCNc1ncnc2oc(-c3ccccc3)c(-c3ccccc3)c12	0.0	nt	-25	21	-2.5	-12	11	-12	4	89*
N#Cc1nc(COc2ccccc2)oc1N1CCC(Cc2ccccc2)CC1	0.5	0	2	12	-3.4	4	9	-0.6	-1	-2
O=C1CC(C(=O)N2CCN(S(=O)(=O)c3cccc(F)c3)CC2)CN1Cc1ccccc1Cl (stereo not given)	nt	10	-4	nt	2.8	-3	-11	-2.8	-1	1
CC(C)=CC(=O)Nc1c(C)cc(C)cc1Cl	nt	-7	-14	26	-1.8	0	1	0.1	7	-2
CCN(CCNc1ccc([N+](=O)[O-])c2cccnc12)S(=O)(=O)c1ccccc1	-0.5	0	5	18	nt	4	11	0.9	138*	-1
CCCCN1C=C(C(=O)OCC)C(=O)CC1	-0.4	nt	-5	nt	nt	8	1	-0.6	11	-2
COc1ccccc1CN1CC(C(=O)NC2CCCCC2)CC1=O (stereo not given)	-2.4	3	3	11	-0.1	2	-3	-1.0	-5	1
CN(C)C(=O)c1ccc(-n2nc(C(F)(F)F)c3c2CCCC3)cc1	1.6	-19	-11	14	-2.6	0	-2	-1.4	-5	1
COc1ccc(Cl)cc1NC(=O)N(C)Cc1c(C)nn(C)c1C	6.7	3	-18	-2	2.6	14	-3	-2.0	-1	-2
COc1ccc(C(=O)/C=C/Nc2ccc(S(=O)(=O)Nc3cccc(C(C)=O)c3)cc2)cc1	-1.9	-47	7	15	2.2	4	18	-2.7	7	-4
Cc1c(C(=O)N2CCCCC2)c(S(=O)(=O)N2CCN(c3ccc(F)cc3)CC2)c(C)n1C	1.0	0	-4	62	-5.4	3	5	-0.4	-9	6
Fc1ccc(OCc2nn[nH]n2)c(F)c1	-3.2	8	-7	-4	0.0	9	1	1.0	10	2
COc1ccc(-c2noc(=O)n2Cc2ccc(C#N)cc2)cc1	0.8	nt	-14	9	0.6	?	2	1.2	-1	1
CCOP(=O)(OCC)C1(O)C(=O)Nc2ccc(Br)cc21 (stereo not given)	nt	-7	0	-8	-0.7	1	8	-5.1	-2	0
O=C(CNCC1CCCO1)Nc1ccc([N+](=O)[O-])cc1C(=O)Nc1ccccc1F (stereo not given)	0.4	-5	-4	13	0.9	10	6	1.2	7	1
Cc1ccc(/C(N)=N/OC(=O)N2CCOCC2)cc1	-1.0	-4	-9	3	3.2	0	14	-1.5	0	6
CC(=O)c1sc(NC(=O)c2cc3c(C)nn(-c4ccccc4)c3s2)nc1C	nt	7	-9	8	-2.0	3	8	-0.1	12	1
O=C(c1cc2ccccc2cc1O)N1CCCC(C(F)(F)F)C1 (stereo not given)	1.1	-10	-5	5	2.4	1	9	-2.6	-7	4
CCN(C[C@H]1N[C@@](Cc2ccccc2)(C(=O)OC)[C@H]2C(=O)N(C)C(=O)[C@@H]12)C(=O)Nc1ccc(C(F)(F)F)cc1	3.2	-7	4	nt	-0.6	-5	3	-0.1	10	0
O=C(O)CN1CCN(Cc2ccccc2F)C1=O	1.8	-2	0	-12	-0.6	-2	1	?	0	-2
Cc1ccc(C(=O)NCC(=O)NCC(c2cccs2)N(C)C)cc1C (stereo not given)	1.3	0	-9	nt	-0.8	?	0	-0.8	0	3
COc1ccc(N=c2cc(-c3ccc(OC)cc3)oc3ccccc23)cc1	nt	0	-2	23	nt	-12	18	-0.7	-5	13
Cc1ccc(C)c(NS(=O)(=O)c2ccc(OCC(=O)NCc3ccco3)cc2)c1	0.2	-8	-3	10	-1.3	3	0	2.6	-4	-1

Laid out differently: nine of the compounds above
SMILES | BioA inh | Rv3671c protease | CCHFV vOTU inh | VHR inh abs | Mtb UGM inh | BoNT F protease | GDH-TPI counter | FadD28 FP inh | MazF activator | Mtb FBA inh
O=C(CNCC1CCCO1)Nc1ccc([N+](=O)[O-])cc1C(=O)Nc1ccccc1F (stereo not given) | 0.4 | -5 | -4 | 13 | 0.9 | 10 | 6 | 1.2 | 7 | 1
Cc1ccc(/C(N)=N/OC(=O)N2CCOCC2)cc1 | -1.0 | -4 | -9 | 3 | 3.2 | 0 | 14 | -1.5 | 0 | 6
CC(=O)c1sc(NC(=O)c2cc3c(C)nn(-c4ccccc4)c3s2)nc1C | nt | 7 | -9 | 8 | -2.0 | 3 | 8 | -0.1 | 12 | 1
O=C(c1cc2ccccc2cc1O)N1CCCC(C(F)(F)F)C1 (stereo not given) | 1.1 | -10 | -5 | 5 | 2.4 | 1 | 9 | -2.6 | -7 | 4
CCN(C[C@H]1N[C@@](Cc2ccccc2)(C(=O)OC)[C@H]2C(=O)N(C)C(=O)[C@@H]12)C(=O)Nc1ccc(C(F)(F)F)cc1 | 3.2 | -7 | 4 | nt | -0.6 | -5 | 3 | -0.1 | 10 | 0
O=C(O)CN1CCN(Cc2ccccc2F)C1=O | 1.8 | -2 | 0 | -12 | -0.6 | -2 | 1 | ? | 0 | -2
Cc1ccc(C(=O)NCC(=O)NCC(c2cccs2)N(C)C)cc1C (stereo not given) | 1.3 | 0 | -9 | nt | -0.8 | ? | 0 | -0.8 | 0 | 3
COc1ccc(N=c2cc(-c3ccc(OC)cc3)oc3ccccc23)cc1 | nt | 0 | -2 | 23 | nt | -12 | 18 | -0.7 | -5 | 13
Cc1ccc(C)c(NS(=O)(=O)c2ccc(OCC(=O)NCc3ccco3)cc2)c1 | 0.2 | -8 | -3 | 10 | -1.3 | 3 | 0 | 2.6 | -4 | -1

(list continues)
SMILES	BioA inh	Rv3671c protease	CCHFV vOTU inh	VHR inh abs	Mtb UGM inh	BoNT F protease	GDH-TPI counter	FadD28 FP inh	MazF activator	Mtb FBA inh
O=c1c2ccccc2nc(SCc2ccc([N+](=O)[O-])cc2)n1-c1ccc(Cl)cc1	nt	4	3	-2	3.0	-2	5	-0.5	-6	1
COc1ccc(OC)c(Nc2nc(NCCCN(C)C)nc(N)c2[N+](=O)[O-])c1	-1.4	4	-2	-5	-1.3	?	-4	-2.5	19	-4
COc1ccc(-c2noc(N3CCC(C(=O)Nc4ccc(F)cc4F)CC3)n2)cc1	-1.6	3	2	21	0.1	-5	17	-2.2	-9	1
O=C(NCCc1ccccc1)c1c(F)c(F)c(F)c(F)c1F	nt	1	-8	2	0.9	-4	3	-3.9	1	0
O=C(c1oc(=O)c2ccccc2c1-c1ccccc1)N1CCC(O)CC1	-0.7	-4	-2	21	0.1	0	13	0.3	-10	5
COc1cc(CCC(C)NCc2ccccc2)ccc1O (stereo not given)	1.3	5	-1	10	-3.2	-35	-8	-3.4	6	7
Cc1cc(C(=O)NC(C)C2CCCO2)cs1 (stereo not given)	0.2	5	nt	0	-1.5	-3	9	-2.2	-1	-3
COc1ccc(S(=O)(=O)N2CCCC2CNC(=O)C(=O)Nc2cccc(F)c2)cc1 (stereo not given)	-1.4	-3	-2	nt	4.1	-12	7	-1.2	1	0
COc1ccc2c(CC(=O)N[C@@H](Cc3ccccc3)C(=O)O)cc(=O)oc2c1C	-0.6	nt	-98	2	-0.3	23	21	0.4	2	149*
O=C1OC(c2cccc3c(F)cccc23)c2ccccc21 (stereo not given)	-1.2	nt	0	nt	nt	-21	4	-3.1	-6	2
Nc1nonc1-n1nnc(C(=O)N/N=C/c2c(Cl)cccc2Cl)c1CSC1=NCCS1	-1.7	-3	-11	11	3.1	-1	2	3.0	-19	2
Cc1ccnc(NC(=O)Nc2ccc(Br)cc2Cl)c1	nt	-4	-9	4	-0.2	-1	2	-1.0	-17	0
Cc1ccc(NC(=O)NCC2CCN(Cc3cc(C)ccc3Cl)CC2)c(C)c1	-1.2	-3	11	8	-2.4	2	-4	-1.4	-3	1
CC(C)(C)C(=O)CSc1nc2c(c(-c3cccs3)c1C#N)CCC2	nt	0	4	-7	0.1	5	-3	-1.5	-9	4
CN(C)S(=O)(=O)c1ccc(NC(=O)C2CC(=O)N(Cc3ccccc3)C2)cc1 (stereo not given)	nt	-5	3	4	1.7	-4	-8	-1.9	3	-3
O/N=C(\CN1CCCCC1)c1ccccc1	-0.2	-6	-8	-10	1.8	-22	-1	-2.5	-1	2
Cc1cc2oc(=O)cc(CN3CCC(C)CC3)c2cc1C	-1.2	-5	-6	2	0.5	-12	12	nt	1	0

Bioassay records deposited in PubChem BioAssay by several laboratories.
